PMI inhibition: MPI inhibition at elevated mannose 6-phosphate – biochemical, fluorescence intensity, high mannose 6-phosphate, primary screen (AID 1220). recombinant PMI enzyme, coupled fluorescence intensity; higher % means a stronger effect. inhibition, % at 20 µM; hits with a dose series show IC50 in µM. actives 0.66% (n = 190,000)
RSV CPE inhibition: inhibition of RSV-induced cytopathic effect – HEp-2 cells, primary 10 µM value included (AID 2391); HEp-2 cells, RSV-induced CPE inhibition; higher % means a stronger effect; actives 0.13% (n = 310,000); one-dose CPE inhibition, % at 10 µM; IC50 in µM for titrated hits; in the data active = a potency from the dose series; inconclusive = CPE inhibition mostly from about 23% at the one dose, without a potency; inactive = the rest, 99 in 100 with CPE inhibition below about 21%; also: strong numbers were not always called active
West Nile antiviral: West Nile virus antiviral activity, cell-based, CPE readout (AID 1621); actives 0.02% (n = 290,000); CPE inhibition, % at 10 µM; hits with a dose series show IC50 in µM; West Nile virus-infected cells, CPE inhibition; higher % means a stronger effect; in the data active = a potency from the dose series; inconclusive = CPE inhibition mostly from about 3.7% at the one dose, without a potency; inactive = the rest, 99 in 100 with CPE inhibition below about 2.2%; also: strong numbers were not always called active
P. falciparum M1AAP: malaria alanyl aminopeptidase activity blockers – biochemical, fluorogenic H-Leu-NHMec substrate, 1536-well (AID 1445) | recombinant M1AAP, H-Leu-NHMec fluorogenic kinetic assay; higher % means a stronger effect | inhibition, % at 30 µM; hits with a dose series show IC50 in µM | actives 0.42% (n = 220,000);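 active = primary inhibition above the hit cutoff, then over 50% inhibition at one or more dose response concentrations, cut at about 23% in these data, passing the limit was not always enough; inconclusive = conflicting primary data, or primary hits not chosen for dose response; inactive = low primary inhibition, or under 50% at every dose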;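 also: plate controls were DMSO full reaction for no effect and no enzyme background for full effect; strong numbers were not always called active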
human PMI inhibition: MPI enzyme activity inhibition – biochemical, fluorescence intensity, coupled assay, primary screen (AID 1209); inhibition, % at 20 µM; hits with a dose series show IC50 in µM; actives 0.42% (n = 190,000); purified PMI enzyme, coupled fluorescence intensity; higher % means a stronger effect;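 also: plate controls were DMSO vehicle for no effect and wells lacking substrate for full effect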
TNAP activation fold: human TNAP enzyme activators, primary screen, biochemical, luminescent, no phosphate acceptor, uHTS (AID 1001). purified TNAP, luminescent activation assay, no phosphate acceptor; higher activation fold means a stronger effect. actives 0.03% (n = 200,000). one-dose activation fold at 20 µM; EC50 in µM for titrated hits; in the data active = activation fold from about 3, or a potency from the dose series; inactive = the rest, 99 in 100 with activation fold below about 1.6; also: many of its hits are not listed in these tables
K1F lysis inhibition: inhibition of K1F phage lysis, E. coli UTI89, bacterial capsule biogenesis inhibitors, alamar blue (AID 488966). E. coli UTI89 K1F phage lysis, alamar blue, 2 h; higher % means a stronger effect. inhibition, % at 100 µM, or IC50 in µM where a hit was titrated. actives 0.02% (n = 340,000);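 active = phage lysis inhibition, versus mean bacterial control, above a set limit; inconclusive = no clear call, values can overlap the other calls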;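 also: capsule biogenesis inhibitors block K1F phage lysis so surviving cells raise fluorescence; higher fluorescence means more inhibition of phage lysis; actives were called in the ten point dose series up to 300 µM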
T cell modulator: T cell immune modulators affecting CD8 T cell-vesicle binding. calls only at 7 µM. actives 0.068% (n = 330,000). AID 2052. 2C CD8+ T cell-vesicle binding, flow cytometry; hits give low values;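 active = response, share of CD8 T cells binding vesicles, and their 90th percentile fluorescence all below set limits, cut at about 80% in these data, passing the limit was not always enough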
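incubation = binding step 1.5 h, 37 °C, antibody labelling 20 min, ice | test system = 2C mouse CD8+ T cells | read-out basis = percent CD8+ FL2 mean versus row control | controls = Peptide-free naked vesicles (low) and QL9 vesicles with 0.7% DMSO vehicle (high) | detection = flow cytometry of vesicle-bound cells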
M17LAP inhibition: P. falciparum M17LAP inhibitors, primary screen, biochemical, fluorogenic H-Leu-NHMec substrate, 1536-well (AID 1619); one-dose inhibition, % at 30 µM; IC50 in µM for titrated hits; recombinant M17LAP, H-Leu-NHMec fluorogenic kinetic assay; higher % means a stronger effect; actives 0.38% (n = 220,000);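 active = compound inhibiting the enzyme by more than half at any dose during confirmatory dose-response retesting; inconclusive = strong single-dose inhibitors picked by rank but not retested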;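 also: plate controls were full reaction with DMSO carrier for no effect and no enzyme background for full effect; strong numbers were not always called active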
T cell modulator vesicle-bound %: recorded beside T cell modulator, whose call it bears; double positive events, %; measured here: CD8+ vesicle-bound cell fraction;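 binding gate set so that unloaded-vesicle control wells show 10% double positive cells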
* = called active by the depositor; i = inactive; ? = inconclusive; . = no result given; [ ] = dose if it differs, or a comment. Rule as the data show it, unless noted: active = inhibition above about 50%; inactive = the rest.

nr	SMILES	PMI inhibition	RSV CPE inhibition	West Nile antiviral	P. falciparum M1AAP	human PMI inhibition	TNAP activation fold	K1F lysis inhibition	T cell modulator	T cell modulator vesicle-bound %	M17LAP inhibition
1	CCOc1ccc2cc(C3CC(c4ccco4)=NN3S(C)(=O)=O)c(Cl)nc2c1 (stereo not drawn)	.	18.8%	-0.7%	5.0%	.	.	1.1%[50 µM]	i	47.8	-1.6%
2	CCc1c(C)sc(NC(=S)N2CC(C)OC(C)C2)c1C(=O)OC (stereo not drawn)	14.0%	19.2%	-1.4%	3.8%	14.6%	1	0.1%	i	22.7	3.1%
3	COc1ccc(N(Cc2cc(=O)[nH]c3ccccc23)C(=O)c2ccco2)cc1	-11.8%	1.0%	0.0%	2.6%	-14.8%	1	0.2%	i	10.6	9.5%
4	Cc1ccc(CNC(=O)c2ccc(OCC(C)C)cc2)n1C	.	2.5%	0.3%	.	.	.	2.6%[50 µM]	i	34.8	.
5	Cc1ccc(S(=O)(=O)NCC(=O)N(CC(=O)NCc2ccco2)Cc2cccs2)cc1	-7.4%	0.9%	-0.2%	-0.9%	-4.1%	1.1	5.5%	i	55.8	5.9%
6	CCCS(=O)(=O)N1CCC(C(=O)NCc2ccc(F)cc2)CC1	-1.0%	1.0%	-0.3%	31.6µM*	-1.8%	1.1	0.4%[50 µM]	i	3.8	5.9%
7	O=C(c1ccccc1F)N1CCN(S(=O)(=O)c2ccc3ccccc3c2)CC1	.	16.0%	-1.2%	.	.	.	-0.2%	i	60.1	.
8	CC(=O)c1c(OC(=O)c2ccccc2Br)ccc2c(C)cc(=O)oc12	8.8%	0.1%	-0.5%	3.6%	11.3%	1.1	1.5%[50 µM]	i	55.5	15.0%
9	Cc1ccc(C2(C)NC(=O)N(CC(=O)NC(C)c3ccccc3)C2=O)cc1 (stereo not drawn)	.	0.8%	0.1%	.	.	.	0.3%	i	45.0	.
10	CCOc1ccc(NC(=O)Nc2ccccc2C(N)=O)cc1	-4.2%	0.6%	-0.4%	17.8%	-2.0%	1	0.2%	i	56.6	16.4%
11	CC1=NN(S(=O)(=O)c2ccc(C)cc2)C(=O)c2ccccc2O1	.	0.1%	0.2%	-3.5%	.	.	0.2%	i	18.1	3.4%
12	CC(C)(C)C(=O)N1CCN(c2nc3ccc(Br)cc3s2)CC1	.	3.0%	0.2%	.	.	.	0.0%	i	28.2	.
13	Cc1ccc(N2C(=O)CC(Sc3nccc(C)n3)C2=O)cc1 (stereo not drawn)	.	0.4%	-0.5%	.	.	.	-0.8%	i	61.7	.
14	COc1ccc(C(CNC(=O)Cc2ccc(-c3ccccc3)cc2)N(C)C)cc1 (stereo not drawn)	.	-1.1%	-0.9%	.	.	.	-0.2%	i	13.3	.
15	Cc1ccc(S(=O)(=O)NC(N)=NCCc2ccccc2)cc1C	8.9%	3.4%	-0.9%	1.5%	10.5%	1	0.0%	i	25.0	0.0%
16	Cc1ccc(C)c(NC(=O)CN2C(=O)COc3ccc(S(=O)(=O)N4CCCC4)cc32)c1	.	0.5%	-0.3%	.	.	.	0.1%	i	33.1	.
17	COc1ccc(CC(=O)Nc2cccc(-c3nnc(-c4ccccc4)o3)c2)cc1OC	13.6%	.	0.0%	7.5%	16.1%	1.2	-0.8%	.	.	4.4%
18	CCOc1cc2c(cc1OC)C(NC(=O)c1ccco1)CC2=O (stereo not drawn)	.	2.6%	0.3%	.	.	.	0.1%	i	22.1	.
19	COCc1cccc(N2C(=O)CC(C3C=C(C)C4C(=O)N(c5cccc(COC)c5)C(=O)C4C3)C2=O)c1 (stereo not drawn)	-5.9%	0.5%	-0.5%	1.9%	-7.5%	1.1	2.4%	i	65.0	3.2%
20	OC(COCc1ccccc1)CN1CCCCC1 (stereo not drawn)	.	3.0%	-0.4%	.	.	.	2.5%	i	13.3	.
21	CCOC(=O)c1sc(NC(=O)COC(=O)CNC(=O)C2CCCCC2)c(C(=O)OCC)c1C	6.0%	15.1%	-0.4%	-0.5%	3.8%	1	10.9%	i	37.2	3.7%
22	Cn1c(C(=O)NC2CCCC2)cc2c(=O)n(C)c3ccccc3c21	3.3%	-1.7%	0.8%	-2.7%	7.8%	1.1	8.3%	i	60.2	6.5%
23	O=C(COC(=O)c1cc2ccccc2oc1=O)Nc1cccc(S(=O)(=O)N2CCCCCC2)c1	-9.6%	0.0%	-0.5%	2.6%	-9.3%	1.1	4.3%	i	47.5	-4.3%
24	O=C(NCC1CCCO1)C1c2ccccc2C(=O)N1Cc1ccc2c(c1)OCO2 (stereo not drawn)	12.1%	0.8%	-0.3%	0.9%	15.5%	1.1	2.0%[50 µM]	i	42.6	-0.3%
25	O=C(O)CNC(=S)N(Cc1ccco1)Cc1ccccc1Cl	6.0%	3.1%	-0.3%	9.6%	8.1%	1.1	3.8%	i	43.7	17.3%
26	C/C(=N\NC(=O)c1cc(C)nc2ccc(C)cc12)c1ccncc1	.	0.8%	-0.3%	.	.	.	1.6%[50 µM]	i	59.0	.
27	CC(=O)c1ccc(NC(=O)C[n+]2ccccc2)cc1	.	-2.1%	-0.2%	.	.	.	0.2%	i	46.0	.
28	O=C(Nc1ccc(F)c(Cl)c1)C1CC(=O)N(Cc2ccccc2)C1 (stereo not drawn)	.	2.2%	-0.4%	.	.	.	-0.3%	i	32.1	.
29	Cc1oc2ccc(NS(=O)(=O)c3ccc(F)cc3)cc2c1C(=O)O	.	0.7%	-0.2%	.	.	.	0.1%	i	34.7	.
30	CCOC(=O)C1(CCCc2ccccc2)CCN(C(=O)[C@@H]2C[C@@H](C)NC(=S)N2)CC1	-7.2%	-0.6%	-1.6%	-2.7%	-1.1%	1	-0.1%	i	58.9	3.0%
31	O=C(Cc1cccs1)Nc1cccnc1	-3.5%	1.5%	0.8%	6.0%	-3.9%	1	3.0%	i	12.1	14.2%
32	COc1ccc(CNC(=O)[C@H](C)NC(=O)C2CCN(S(=O)(=O)c3ccc(C)cc3)CC2)cc1	7.1%	1.2%	-0.1%	10.5%	17.3%	1.1	0.7%	i	46.1	4.8%
33	Cc1nc(C)c(-c2csc(Nc3ccc(S(N)(=O)=O)cc3)n2)s1	.	1.9%	0.0%	.	.	.	0.1%	i	59.6	.
34	Cc1cccc(NC(=O)c2cc(-c3cccnc3)nc3c(C)cccc23)n1	.	11.7%	-0.8%	.	.	.	0.0%[50 µM]	i	61.1	.
35	COc1cccc(N2CCN(C(=S)Nc3cccc(C)c3)CC2)c1	5.1%	11.6%	-0.9%	-5.0%	3.0%	1.2	0.1%	i	47.9	-6.1%
36	Cc1cccc(-c2nsc(SCC(=O)Nc3ccc4c(c3)OCO4)n2)c1	1.9%	?	-0.6%	-2.5%	9.4%	1.2	2.2%	i	39.5	0.2%
37	COc1cccc(/C=C/C(=O)OC(C)C(=O)Nc2c(C)n(C)n(-c3ccccc3)c2=O)c1 (stereo not drawn)	2.7%	1.5%	-0.8%	-11.0%	1.3%	1	0.5%	i	7.7	-7.4%
38	CC(NS(=O)(=O)c1ccc(OCC(=O)NCc2cccnc2)cc1)c1ccccc1 (stereo not drawn)	.	2.1%	-0.1%	.	.	.	0.3%	i	14.1	.
39	COCCCn1c(=O)/c(=C\c2ccc(OC(F)F)c(OC)c2)s/c1=C(/C#N)C(N)=O	.	-1.5%	0.1%	1.3%	.	.	0.1%	i	25.3	5.5%
40	N/C(CSc1ncccc1C(F)(F)F)=N\O	.	0.1%	0.0%	-4.4%	.	.	0.1%	i	15.6	3.6%
41	CCOC(=O)N1CCC(n2c(=S)[nH]c3cc(OC)c(OC)cc3c2=O)CC1	12.2%	2.1%	1.1%	-2.7%	8.9%	1	-0.2%	i	33.5	-10.5%
42	CCCCNC(=O)C1Cc2cc(S(=O)(=O)N3CCCCC3)ccc2N1C(C)=O (stereo not drawn)	.	0.5%	0.2%	.	.	.	1.1%	i	13.7	.
43	CC(CCc1ccc(O)cc1)N1CCC(Oc2ccc(C(=O)N3CCCC3)cc2)CC1 (stereo not drawn)	.	-0.2%	-0.4%	.	.	.	0.0%	i	13.5	.
44	O=C(O)CCC(=O)Nc1ccc(Br)cc1C(=O)c1ccc(Cl)cc1	.	-0.2%	0.3%	3.8%	.	.	0.7%	i	18.3	-1.4%
45	O=C(CN1CCN(Cc2ccccc2)CC1)c1ccc(Br)cc1	-144.1%	.	.	7.3%	-45.5%	1	0.7%	.	.	?
46	CCOC(=O)c1ccc(NC(=S)NCCCn2ccnc2)cc1	-0.8%	0.5%	-0.2%	2.7%	4.8%	1	-0.6%	i	42.7	11.9%
47	O=C(O)c1ccc2c(c1)C(=O)N(c1ccccc1-c1ccccc1)C2=O	-8.5%	0.1%	0.5%	1.0%	-16.8%	1.1	0.1%	i	1.1	1.0%
48	CC(=O)n1cc([C@H]2C=C(C(=O)O)O[C@@H](OCCCCO)C2)c2ccccc21	3.5%	1.7%	0.3%	1.3%	-15.1%	1	0.2%	i	41.4	6.1%
49	Cc1ccc(C(=O)N2CCN(c3ccc(F)cc3)CC2)cc1S(=O)(=O)N1CCCCC1	.	0.2%	-1.4%	.	.	.	0.1%[50 µM]	i	65.3	.
50	O=C(NC(NNc1ccc([N+](=O)[O-])cc1)(C(F)(F)F)C(F)(F)F)c1ccc(F)cc1	-38.3%	16.6%	-0.2%	12.2%	-23.7%	1	1.3%[50 µM]	i	45.4	-5.1%
51	COc1ccccc1N(C(=O)CNC(=O)c1ccco1)C(C(=O)NCC1CCCO1)c1ccccc1 (stereo not drawn)	.	1.5%	0.1%	.	.	.	-0.3%	i	26.2	.
52	CNC(=O)C(=O)Nc1c(O)c2ccccc2[nH]c1=O	.	0.8%	0.6%	-0.7%	.	.	-0.2%[50 µM]	i	28.2	5.0%
53	CC1(C)C2CC=C(/C=N/NC(=O)c3ccccc3Br)C1C2 (stereo not drawn)	-0.4%	2.0%	0.6%	0.3%	3.6%	1.1	0.0%	i	60.3	1.2%
54	Cc1ccccc1NC(=O)CSCCN1C(=O)c2ccccc2C1=O	-0.4%	2.9%	0.5%	-1.7%	14.0%	1	-0.1%	i	55.7	6.9%
55	CCOC(=O)CSc1ccc2nnc(-c3cccs3)n2n1	-63.2%	-0.2%	0.0%	6.2%	-51.1%	1.1	-0.3%	i	34.6	-3.1%

Hits appear at their usual frequency (roughly 1.5% active in at least one column).
